AmpC inh det: AmpC beta-lactamase inhibition, detergent assay | P00811 | purified AmpC, nitrocefin hydrolysis with detergent | Potency, µM (series often up to 28.7 µM), inactives show top-dose activity change, negative = inhibition | 71,000 compounds, 0.09% hits; active means well fitted curve in the direction sought with a large enough effect
Target sequence (P00811 whole entry, looked up): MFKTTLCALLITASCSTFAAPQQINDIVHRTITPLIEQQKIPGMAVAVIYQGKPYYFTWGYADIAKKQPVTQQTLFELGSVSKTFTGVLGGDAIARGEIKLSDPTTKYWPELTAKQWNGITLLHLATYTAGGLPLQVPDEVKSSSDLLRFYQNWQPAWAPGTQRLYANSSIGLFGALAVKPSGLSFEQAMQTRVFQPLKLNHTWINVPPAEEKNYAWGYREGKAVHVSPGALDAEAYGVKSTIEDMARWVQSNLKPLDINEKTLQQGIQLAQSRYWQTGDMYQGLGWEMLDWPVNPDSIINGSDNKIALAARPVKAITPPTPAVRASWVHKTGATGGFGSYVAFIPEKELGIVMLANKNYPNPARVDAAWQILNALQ
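E. coli AmpC (5.3 nM) in 20 mM phosphate pH 7.0 with 0.01% Triton X-100, preincubated 15 min RT with compound; nitrocefin (2 uL of 800 uM stock) hydrolysis followed by 480 nm absorbance every 20 s over 4 min.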
* = called active by the depositor; & = joins results of further samples; [ ] = remark or other dose. On the % scale 0 is the no-effect control and ±100 the full control effect; potency means the concentration at half of the fitted maximal effect.

molecule	AmpC inh det
Cc1nnc(NC(=O)CSc2nnc(Cc3cccn3C)n2CCc2ccccc2)s1	-2.7%
CC1CCc2c(C(=O)Oc3cccc(-n4cnnn4)c3)csc2C1 (stereo not given)	0.6%
CCOC(=O)C1CCN(C(=O)CNS(=O)(=O)c2ccc(Br)s2)CC1	13.9%
CC1(C)Oc2ccc(C(=O)N3CCCC3)cc2N(CC(=O)NCc2ccccc2)C1=O	-2.1%
Cc1ccc(NC(=O)c2cnccn2)c(OC(F)F)c1	-5.8%
CCC(C)NC(=O)C1c2cc(OC)c(OC)cc2C(=O)N(C)C1c1ccc(OC)cc1 (stereo not given)	-0.7%
CC1(C)Cc2c(c(N3CCCC3)nc3sc4c(N5CCN(CCO)CC5)ncnc4c23)CO1	-5.2%
CCc1noc(C)c1C(=O)N1CC(C)OC(C)C1 (stereo not given)	-2.9%
O=C(Nc1ccccc1C(F)(F)F)N1CCC(N2CCCCC2)CC1	-2.2%
O=C1C(Cl)=C(Cl)C(=O)C(Cl)=C1Cl	-24.2%
COc1cc2c(cc1OC)-c1c(O)c(OC)cc3c1[C@@H](C2)N(C)CC3	10.8%
O=C(CCCc1nc(-c2ccc(Cl)cc2)no1)Nc1cccnc1	-1.6%
O=C(CCSc1ccccc1)NC1CCCC1	-3.8%
CC(=O)C1C(c2ccc(F)c(F)c2)NC(=O)NC1(O)C(F)(F)F (stereo not given)	-1.2%
O=C(Cn1cc2c(n1)CCCC2)NCCCN1CCN(c2ccccc2F)CC1	4.1%
CCOC(=O)Cn1nnnc1C(CC)N(Cc1cccs1)Cc1cc2ccc(OC)cc2[nH]c1=O (stereo not given)	-2.9%
C=CCn1c(CNC(=O)c2ccccc2C)nnc1SCC(=O)NC1CCCC1	-1.0%
CC(=O)Nc1nc2ccccc2n1CCN1CCOCC1	-4.7%
Cc1ccc(-n2c(SCC(=O)OC(C)C)nnc2-c2ccccn2)cc1	-3.1%
CN1C[C@H](C(=O)N[C@]2(C)O[C@@]3(O)[C@H]4CCCN4C(=O)[C@H](Cc4ccccc4)N3C2=O)C[C@H]2c3cccc4[nH]cc(c34)C[C@@H]21	-5.5%
COc1ccc(NC(=O)CC2SC(=Nc3ccccc3)NC2=O)c(OC)c1 (stereo not given)	6.5%
C=CC1=C(C)C2=Cc3c(C=C)c(C)c4[n]3[Sn+2][n]3c(c(C)c(CCC(=O)O)c3=CC3=NC(=C4)C(C)=C3CCC(=O)O)=CC1=N2	0.9%
O=C(Cn1ccsc1=NC(=O)c1ccco1)c1ccccc1	3.6%
COc1ccccc1Nc1nc(C)cc(C)c1C(N)=O	-4.1%
CCN(CC)CCCN1C(=O)C(=O)/C(=C(/O)c2ccc3c(c2)OCCO3)C1c1ccco1 (stereo not given)	-3.6%
CCC(C)[C@H](NC(=O)NCC1CCCO1)C(=O)OC (stereo not given in full)	-6.1%
CCOC(=O)N1CCC(NC(=O)Cn2c3ccccc3c3cn[nH]c(=O)c32)CC1	9.1%
COc1ccccc1CN1CC2(CCN(S(=O)(=O)c3ccccc3)CC2)C1	-1.0%
N#Cc1ccccc1OC[C@H](O)CNCCNC(=O)Nc1ccccc1	-6.8%
CN1CC(=O)N(CC(=O)Nc2ccc(F)cc2)c2ccccc2C1=O	-2.6%
CC1CCN(C(=O)CSc2nnc(CSc3ncccn3)n2C)CC1	-1.6%
Cc1ccc(NC(=O)CSc2n[nH]c(-c3ccncc3)n2)cc1C	-0.8%&-2.2%
CC(=O)N[C@@H](CC(C)C)C(=O)O	2.9%[12.8 µM]
CCCc1ccc(OCc2ccc(C(=O)N3CCN(c4ccccn4)CC3)o2)c(OC)c1	-5.2%
Cc1ccc2c(c1)c(C)c(C)n2CC(O)CN1CCOCC1 (stereo not given)	-7.9%
c1ccc2c(Nc3ccncc3)nc(-c3ccc4c(c3)OCO4)nc2c1	9.0%

Arranged by molar mass (largest number first): 3 of the compounds above
molecule	AmpC inh det
CC1CCN(C(=O)CSc2nnc(CSc3ncccn3)n2C)CC1	-1.6%
N#Cc1ccccc1OC[C@H](O)CNCCNC(=O)Nc1ccccc1	-6.8%
Cc1ccc(NC(=O)CSc2n[nH]c(-c3ccncc3)n2)cc1C	-0.8%&-2.2%

Next compounds follow.
molecule	AmpC inh det
N#CC1=C(SCC(=O)NC2CCCCC2)NC(=O)CC1c1ccco1 (stereo not given)	-19.0%
O=C(Cn1cnc2c(nnn2Cc2ccc(F)cc2)c1=O)NCc1ccco1	-4.5%
Cc1ccc(-n2ncc3c(N4CCN(c5ccc(F)cc5)CC4)ncnc32)c(C)c1	-1.2%
CCN(CC)C(=O)Oc1ccc(NC(C)=O)cc1	14.6%
Cc1ccc(C(=O)c2ccc(CC(=O)O)n2C)cc1	-2.3%[12.8 µM]
Cc1cc(C)nc(N2CCN(c3nc(C)nc4c3oc3ccccc34)CC2)n1	-3.9%
CN=C(NC#N)SCC(=O)c1ccc(Cl)cc1Cl	-2.1%
Oc1c(C(c2ccccc2)N2CCN(Cc3ccccc3)CC2)sc2ncnn12 (stereo not given)	7.1%
Cc1ccc2nc(/C(C#N)=N/O)[nH]c2c1	10.2%
O=C(C1CC1)N1CCN=C1SCc1cccc(F)c1	0.8%
Cc1ccc(Nc2nc(C3CC3)cs2)cc1	13.5%
COc1ncc2ncc(=O)n(C)c2n1	1.5%
O=C(CSCC(=O)N1CCCCC1)OCC(=O)c1c[nH]c2ccccc12	-0.6%
NCCNC(=O)c1ccc(Cl)cc1	2.1%&0.4%
CCc1c(O)nc(SCC(=O)N2CCCCC2)n(-c2ccccc2C)c1=O	-1.3%
O=C(O)C(=Cc1ccc(-c2ccccc2)cc1)C(=O)O	-1.7%[5.75 µM]
CC(C)C(=O)c1c(C(C)C)nn2ccccc12	8.3%&-1.3%
COc1cccc(-c2nc(CS(=O)(=O)CC(=O)N3CCN(C)CC3)c(C)o2)c1	2.8%
COCCn1c(SCc2nnc(-c3ccccc3)o2)nc2sc3c(c2c1=O)CCC3	-0.5%
C/C(=C\[C@@H](NP(=O)(c1ccccc1)c1ccccc1)c1ccccc1)CO[Si](c1ccccc1)(c1ccccc1)C(C)(C)C	13.1%
N#CCCSCc1ccc2oc(C(=O)O)cc2c1	-1.9%
CCCc1[nH]nc2c1C1(C(=O)N(C(C)C)c3ccccc31)C(C#N)=C(N)O2 (stereo not given)	-3.8%
CC(=O)c1ccc(N2CCN(C(=O)C3CCN(S(=O)(=O)Cc4ccccc4)CC3)CC2)cc1	-1.4%
c1ccc(Cn2c(-c3cccs3)nc3nc4ccccc4nc32)cc1	-2.6%
N#Cc1c(N)nc2c(c1N)CC(=O)N2c1ccccc1-c1ccccc1	-0.2%
CN(Cc1ccccc1)Cc1nc2c([nH]1)c(=O)n(C)c(=O)n2C	7.3%
CNC(C(=O)c1ccccc1)C(OC)c1ccccc1 (stereo not given)	-1.6%
COC(=O)N1CCC2(CCN(CC(C)C)CC2)CC1	-1.9%
CCCCCC(=O)N1CCN(CCN=CC2=C(O)CC(c3ccc(OC)cc3)CC2=O)CC1 (stereo not given)	-6.4%
Cc1ccc(C2CC(c3cccc(Br)c3)n3nc(N)nc3N2)cc1 (stereo not given)	7.5%
O=C(CN1CCC(O)(c2ccc3c(c2)OCO3)CC1)N1CCOCC1	-0.7%
Cc1cc(C)c(S(=O)(=O)N(C)CC(=O)N2CCCCC2)c(C)c1	-4.1%
Cc1cc(C(=O)OCC(=O)Nc2cc(C(F)(F)F)ccc2N2CCOCC2)c(C)o1	0.6%
COc1cc(NS(=O)(=O)c2ccc(NC(=O)COc3ccccc3Cl)cc2)nc(OC)n1	-2.2%
Cc1cc(NC(=O)c2cncc(Br)c2)n(-c2ccccn2)n1	1.9%
Nc1nnc(N2CCc3ccccc32)s1	32.5%

The final 2 entries of the part above are carried over, then new ones follow:
Molecule	AmpC inh det
Cc1cc(NC(=O)c2cncc(Br)c2)n(-c2ccccn2)n1	1.9%
Nc1nnc(N2CCc3ccccc32)s1	32.5%
COC(=O)[C@@]1(Cc2ccccc2)[C@H]2c3cc(C(=O)N(C)C)n(Cc4ccc(O)c(OC)c4)c3C[C@H]2CN1C(=O)c1ccccc1	-1.7%
Cn1c(=O)c2c(nc(NCCCN3CCOCC3)n2Cc2cccc(Cl)c2)n(C)c1=O	12.1%
CCC(C)C(NC(=O)C1CCC(C)CC1)C(=O)NC(C(=O)OC)C(C)C (stereo not given)	-1.5%
CCCCOC(=O)C1[C@H]2C(=O)N(Cc3cccs3)C[C@]23C=C[C@H]1O3 (stereo not given in full)	1.1%
Cn1c(=O)cc(OCCCC(=O)NCc2ccco2)c2ccccc21	-4.4%
CC1Cc2nc(SCC(=O)N3CCc4ccccc43)n(C)c(=O)c2S1 (stereo not given)	0.0%
FC(F)(F)c1ccc(-n2ccnc2)nc1	-3.4%
COC(=O)C1(S(=O)(=O)C2(C(=O)OC)CCCC2)CCCC1	-2.7%
O=C(c1ccc2snnc2c1)N1CCSCC1	7.2%
Cc1nc2sc(C(=O)O)c(N)c2c2c1COC(C)(C)C2	-1.4%
Cc1cc(NC(=O)CN2CCC(n3nnc4cc(C(F)(F)F)ccc43)CC2)no1	-0.8%
Cc1nnc(SCCC(C)C)[nH]c1=O	4.8%
Cc1c(NC(=O)CSC2=C(C#N)C(c3ccccc3F)CC(=O)N2)c(=O)n(-c2ccccc2)n1C (stereo not given)	17.4%
Cc1ccc(-c2nnc(N3CCN(C(=O)CN4C(=O)c5ccccc5C4=O)CC3)c3ccccc23)cc1	-4.0%
COc1ccccc1-c1nnc(NC(=O)c2ccc(S(=O)(=O)N(C)C)cc2)o1	-2.2%
COc1cccc(-c2nc3n(n2)C(c2cccs2)C(C(=O)Nc2cccnc2)=C(C)N3)c1 (stereo not given)	9.7%
Cc1cc2ncn(C(=O)c3c(-c4ccccc4)noc3C)c2cc1C	-3.1%
CCOC(=O)N1CCN(C(=O)CN2C(=O)CC(C)(C)S(=O)(=O)c3ccccc32)CC1	-0.5%
COc1ccc(-n2nc(C(=O)N3CCC(C#N)CC3)c3c4ccccc4n(C)c3c2=O)cc1	3.7%
CCO[Si](CCCN)(OCC)OCC	4.4%
CCOC(=O)c1ccc(NC(=O)C2CCN(S(=O)(=O)CC)CC2)cc1	-4.9%
O=C(On1c(-c2ccccc2)nc2ccccc2c1=O)c1ccco1	8.6%
COc1ccc(OC)c(C2=Nn3c(nnc3-c3cccc(OC(C)C)c3)SC2)c1	-0.8%
COC(=O)c1[nH]c2ccc(C)cc2c1NS(=O)(=O)c1ccc(F)cc1	-1.5%
O=C(O)C1C2C=CC(C2)C1C(=O)NCc1ccccn1 (stereo not given)	0.6%
O=C(Nc1ccc(Cl)cc1)NC1(C(=O)NCCCN2CCOCC2)CCCCC1	4.2%
CCN(C(=O)c1cccs1)c1nnc(-c2ccncc2)s1	17.9%
O=C(NCC1CCCO1)c1ccc(COc2ccc(F)cc2)o1 (stereo not given)	-3.1%
COc1ccc(NC(=O)N2CC[C@@]3(CCCN(C(=O)c4ccncc4)C3)C2)cc1	-2.3%
CCOC(=O)C1=C(C)Nc2nc(C)nn2C1c1ccc(OCC)c(OC)c1 (stereo not given)	10.7%
Cc1cc(N2C(=O)C3CCCN3C2c2ccccc2)no1 (stereo not given)	-3.5%
CCCC(=O)c1cc(F)c(N2CCN(CCC#N)CC2)cc1C	6.6%
O=S(=O)(NCCNS(=O)(=O)c1cccs1)c1cccs1	-3.5%
O=C(CN1CCc2ccccc21)Nc1ccc2c(c1)OCO2	-3.9%
Cc1cc2ncc(-c3ccc(Cl)cc3)c(N)n2n1	9.7%
O=C(Cc1cccs1)N1CCC(c2nc3c(nnn3Cc3ccc(F)cc3)c(=O)[nH]2)CC1	-3.3%
COc1ccc(CCn2c(=N)c(C(=O)N3CCN(C)CC3)cc3c(=O)n4ccccc4nc32)cc1	10.0%
CCOC(=O)c1cnc(-c2cccc(OC)c2)[nH]c1=O	-2.6%
CCOC(=O)CCn1nc(-c2ccccc2)cc1N	3.3%
OC(COCc1ccccc1)CN1CCCC1 (stereo not given)	-3.4%
CC(=O)Nc1ccc(S(=O)(=O)Nc2cccc(NC(=O)C(C)(C)C)c2)cc1	-1.1%
CCOC(=O)Nc1cccc(NC(=O)c2cc(OC)cc(OC)c2)c1	2.8%
CC(C)NC1(C(N)=O)CCN(Cc2ccccc2)CC1	-1.9%[5.75 µM]
COc1ccc(F)cc1S(=O)(=O)Nc1ccc(C)cc1	-3.5%
COc1ccc2[nH]cc(CCNc3ccnc(-c4ccc(N(C)C)cc4)n3)c2c1	-3.9%
CCOc1ccccc1Oc1c(C)oc2cc(OC(=O)N3CCOCC3)ccc2c1=O	11.6%
COc1ccc(-n2nnnc2SCC(=O)Nc2nnc(C)s2)cc1OC	6.9%
CC1(C)CC(=O)c2cnc(N3CCc4ccccc4C3)nc2C1	-0.4%
Oc1ccc2ccccc2c1C=NCc1cn2ccsc2n1	9.2%
CC1(C)Cc2ccccc2-c2nnc(-c3cccc(O)c3)n21	-3.0%

Remaining list, next part
Molecule	AmpC inh det
CCCCn1c(CN2CCN(c3cccc(Cl)c3)CC2)nc2c1c(=O)[nH]c(=O)n2C	-3.4%
Cc1ccc(C)c(NC(=O)CS(=O)(=O)c2cn(C)c3ccccc23)c1	-2.9%
Cn1c(=O)n(CC(=O)OCc2ccccc2)c(=O)c2c1nc1n2CCCN1C1CCCCC1	14.6%
COc1ccc(S(=O)(=O)N(CCCN2CCOCC2)Cc2ccc(OC)c(OC)c2)cc1	14.5%
Cc1ccccc1NC(=O)CC1SCCNC1=O (stereo not given)	-4.2%
COc1ccc(NC(=O)c2oc3ccc(S(=O)(=O)N4CCC5(CC4)OCCO5)cc3c2C)cc1	-0.2%

Compounds shown so far containing a tert-butyl group (two):
Molecule	AmpC inh det
C/C(=C\[C@@H](NP(=O)(c1ccccc1)c1ccccc1)c1ccccc1)CO[Si](c1ccccc1)(c1ccccc1)C(C)(C)C	13.1%
CC(=O)Nc1ccc(S(=O)(=O)Nc2cccc(NC(=O)C(C)(C)C)c2)cc1	-1.1%

The list is partial; the hit share may differ from the screen's.
